Screening results deposited in PubChem by several laboratories.
RSV antiviral HEp-2: RSV antiviral activity via CPE protection, HEp-2 cells, primary 10 µM value included (AID 2391); HEp-2 cells, RSV-induced CPE inhibition; higher % means a stronger effect; one-dose CPE inhibition, % at 10 µM; IC50 in µM for titrated hits; actives 0.13% (n = 310,000); in the data active = a potency from the dose series; inconclusive = CPE inhibition mostly from about 23% at the one dose, without a potency; inactive = the rest, 99 in 100 with CPE inhibition below about 21%; note: strong numbers were not always called active
NS5 inhibitors: Dengue-2 NS5 methyltransferase inhibitors, primary screen, biochemical, confirmation dose response (AID 588689). Dengue-2 NS5 methyltransferase capping enzyme assay, biochemical; higher % means a stronger effect. inhibition, % at 25 µM, or IC50 in µM where a hit was titrated. actives 0.3% (n = 340,000); in the data active = a potency from the dose series; inconclusive = inhibition above about 29% without an active follow-up result
Large T inhibition: SV40 large T antigen inhibitors, biochemical (AID 1903). SV40 large T antigen ATPase/helicase inhibition assay; higher % means a stronger effect. actives 0.39% (n = 310,000). inhibition, % at 20 µM, or IC50 in µM where a hit was titrated; in the data active = a potency from the dose series; inconclusive = inhibition mostly from about 32% at the one dose, without a potency; inactive = the rest, 99 in 100 with inhibition below about 32%; note: strong numbers were not always called active
GPR35 antagonists: GPR35 antagonists blocking zaprinast-driven arrestin recruitment, primary screen, imaging, U2OS, beta-arrestin-GFP, zaprinast agonist (AID 2058). U2OS GPR35 beta-arrestin-GFP translocation imaging, zaprinast antagonism; higher % means a stronger effect. inhibition, % at 10 µM, or IC50 in µM where a hit was titrated. actives 0.052% (n = 290,000);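 active = inhibition of at least 50% with at least 30 cells and total cytoplasm GFP at most 10,000,000; inconclusive = under 30 cells or total GFP of 10,000,000 plus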
Salmonella PhoP GFP: inhibitors of PhoP regulon expression, primary screen, Salmonella Typhimurium, GFP reporter (AID 1863); S. Typhimurium PhoP-regulated promoter GFP reporter, 4 h; higher % means a stronger effect; actives 0.16% (n = 300,000); inhibition, % at 50 µM; hits with a dose series show IC50 in µM;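 active = inhibition over 29.93%, a cutoff 3 SD above the screen mean, later confirmed by dose response; inconclusive = inhibition over 29.93% but no dose response follow-up; inactive = inhibition at most 29.93% or unconfirmed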;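 note: 0% = low Mg2+ inducing control and 100% = high Mg2+ repressing control; strong numbers were not always called active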
LYP inhibition: inhibitors of LYP phosphatase, biochemical, fluorescence intensity, uHTS (AID 1779). inhibition, % at 11.5 µM; hits with a dose series show IC50 in µM. recombinant LYP phosphatase, fluorescence intensity; higher % means a stronger effect. Tyrosine-protein phosphatase non-receptor type 22 (Homo sapiens). actives 0.054% (n = 290,000); in the data active = inhibition above about 50%;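 note: plate controls were vehicle with enzyme for no effect and no enzyme for full effect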
CSM14.1 death rescue: rescue of cells from ER stress-induced death, primary screen, 384-well, CSM14.1, thapsigargin, ATP luminescence (AID 1222); 190,000 tested, under 10 active; one-dose cellular ATP content (survival), % at 20 µM; EC50 in µM for titrated hits; CSM14.1 thapsigargin-induced death rescue, ATP luminescence; higher % means a stronger effect;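 active = EC50 below 50 µM in the dose-response confirmation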;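 note: death triggered by thapsigargin at about 15 µM added after 2 h compound pretreatment; cell ATP read after overnight thapsigargin exposure of roughly 18 to 22 hours; normalized against plate controls of thapsigargin alone and 5% DMSO vehicle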
MgcRacGAP inhibition: MgcRacGAP GTPase-activating activity inhibitors, confirmation, biochemical, ADP Hunter fluorescence. Rac GTPase-activating protein 1 (Homo sapiens). MgcRacGAP-stimulated Rac1 GTP hydrolysis, ADP Hunter fluorescence; higher % means a stronger effect; GST-tagged Rac1 F28L mutant substrate. inhibition, % at 30 µM; hits with a dose series show IC50 in µM. actives 0.6% (n = 340,000). AID 624330, 2012;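 active = first-screen hits whose inhibition reached a set limit at any dose in the follow-up dose series; inconclusive = inhibition above the set first-screen limit but never retested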;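 note: fluorescence reports GDP produced by GAP-driven GTP hydrolysis; strong numbers were not always called active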
West Nile antiviral: West Nile virus antiviral activity, cell-based, CPE readout (AID 1621) | West Nile virus-infected cells, CPE inhibition; higher % means a stronger effect | CPE inhibition, % at 10 µM, or IC50 in µM where a hit was titrated | actives 0.02% (n = 290,000); in the data active = a potency from the dose series; inconclusive = CPE inhibition mostly from about 3.7% at the one dose, without a potency; inactive = the rest, 99 in 100 with CPE inhibition below about 2.2%; note: strong numbers were not always called active
NS5 inhibitors pilot replicate: recorded beside NS5 inhibitors, whose call it bears; inhibition, %; measured here: pilot screen replicate inhibition
An asterisk follows results filed as active; u = inconclusive; x = not tested or not shown.

SMILES	RSV antiviral HEp-2	NS5 inhibitors	Large T inhibition	GPR35 antagonists	Salmonella PhoP GFP	LYP inhibition	CSM14.1 death rescue	MgcRacGAP inhibition	West Nile antiviral	others
Cc1ccc(C)c(OCc2cc(C(=O)N3CCN(C(=O)c4ccco4)CC3)no2)c1	7.1%	0%	10%	-10%	-5%	-8%	x	7%	-0.9%
COc1cccc(NC(=S)N2CCc3cc(OC)c(OC)cc3C2)c1	x	1%	10%	4%	-7%	-5%	x	2%	0.4%
Cc1cc(C)cc(N(C(C)C(=O)N2CCCC2)S(C)(=O)=O)c1 (centres undefined)	0.0%	7%	11%	-8%	0%	-7%	x	14%	-0.8%
COc1ccc(C(=O)NCC(=O)N2CCC3(CC2)NCCc2[nH]cnc23)cc1	1.1%	-3%	7%	0%	0%	-10%	x	-14%	0.6%
COCCNC(=S)N1CCN(c2cccc(C)c2C)CC1	2.0%	-6%	0%	2%	-7%	-5%	0.8%	0%	-0.8%
Cc1ccn(S(=O)(=O)c2ccc3oc(=O)ccc3c2)n1	-0.1%	5%	5%	3%	7%	-5%	x	10%	0.0%
Oc1ccccc1N=Cc1sc2ccccc2c1Cl	5.3%	0%	20%	11%	8%	0%	19%	u	-1.4%
Cc1cc(OCC(=O)N(C)C2CCCCC2)ccc1Cl	1.2%	-7%	7%	4%	-1%	-6%	x	0%	-1.4%
CC(C)c1ccc(-n2cnn(-c3ncccc3[N+](=O)[O-])c2=O)cc1	10%	-5%	8%	10%	-4%	-4%	-1.8%	5%	-1.4%
O=C(O)/C=C/C(=O)Nc1ccccc1SC(F)(F)F	1.2%	-3%	-1%	12%	-15%	0%	-0.2%	-1%	-0.2%
O=C(Cn1nnc(-c2ccccc2F)n1)Nc1ccc(C(=O)N2CCOCC2)cc1	1.3%	-1%	14%	-8%	-6%	-1%	-1.7%	0%	1.3%
CCOC(=O)c1cccc(NC(=O)c2c(NCc3ccccc3)[nH]c(=O)[nH]c2=O)c1	15%	-5%	3%	x	-12%	x	x	4%	0.0%
CCn1cc(CNc2nc3nonc3nc2N2CCCCC2)cn1	4.6%	-2%	3%	12%	-1%	-8%	-0.5%	10%	0.5%
O=C(Nc1ccc(O)c(-c2nc3ccccc3s2)c1)c1cc(=O)c2ccccc2o1	6.6%	-3%	11%	x	-15%	3%	4.4%	-3%	-1.4%
CCOC(=O)N1CCN(C(=O)CSc2nnc(CNC(=O)c3c(F)cccc3Cl)o2)CC1	0.4%	-9%	2%	-14%	1%	-12%	2.8%	8%	-0.1%

Fetched by structure from the list above, two records:
SMILES	RSV antiviral HEp-2	NS5 inhibitors	Large T inhibition	GPR35 antagonists	Salmonella PhoP GFP	LYP inhibition	CSM14.1 death rescue	MgcRacGAP inhibition	West Nile antiviral	others
CCn1cc(CNc2nc3nonc3nc2N2CCCCC2)cn1	4.6%	-2%	3%	12%	-1%	-8%	-0.5%	10%	0.5%
COc1ccc(C(=O)NCC(=O)N2CCC3(CC2)NCCc2[nH]cnc23)cc1	1.1%	-3%	7%	0%	0%	-10%	x	-14%	0.6%

More records.
SMILES	RSV antiviral HEp-2	NS5 inhibitors	Large T inhibition	GPR35 antagonists	Salmonella PhoP GFP	LYP inhibition	CSM14.1 death rescue	MgcRacGAP inhibition	West Nile antiviral	others
Cc1ccc(C)c(N2CCN(C(=O)c3cc4sccc4n3C)CC2)c1	18%	-2%	6%	16%	-3%	0%	-0.2%	1%	2.0%
O=C(CNC(=O)c1ccc(Br)o1)NCc1ccccc1Cl	0.1%	1%	19%	-3%	4%	-5%	x	8%	-0.6%
COc1ccc(NS(=O)(=O)c2ccc(SC)cc2)cc1	5.1%	-2%	6%	0%	-3%	1%	-2.7%	-1%	-0.6%
CS(=O)(=O)c1ccc2nc(NC(=O)c3cccc(Cl)c3)sc2c1	2.1%	-5%	12%	5%	-5%	-4%	x	-1%	-0.7%
COc1ccc(-c2ccc3c(N)c(C(=O)c4cccc(OC)c4)sc3n2)cc1	-2.5%	-5%	-7%	2%	29%	0%	-0.6%	8%	1.2%
CC(C)CNC(=O)COC(=O)c1ccc(F)cc1Cl	0.6%	0%	17%	9%	-4%	-7%	1.3%	5%	0.3%
CC(C)c1nnc(NC(=O)Cc2cccs2)s1	1.7%	-4%	10%	12%	-6%	-1%	-0.3%	4%	1.4%
CN1C(=O)C(O)(CC(=O)c2cccnc2)c2ccccc21 (centres undefined)	3.0%	6%	9%	-8%	0%	-7%	-3.3%	1%	0.8%
O=C(CN1CCCc2ccccc21)Nc1ccccc1[N+](=O)[O-]	3.1%	-2%	5%	-1%	1%	-1%	2.0%	-1%	0.3%
C=CCSc1nnc(NC(=O)CCNC(=O)c2ccco2)s1	2.0%	-13%	8%	-5%	0%	-1%	x	8%	-0.2%
O=C(C1CCCO1)N1CCN(C(=S)Nc2ccccc2)CC1 (centres undefined)	1.8%	-6%	-3%	x	4%	-3%	-1.0%	4%	-0.3%
Cc1c(NC(=O)C(C)OC(=O)c2cccc([N+](=O)[O-])c2)c(=O)n(-c2ccccc2)n1C (centres undefined)	1.2%	-3%	7%	5%	-2%	-4%	x	8%	-0.7%
CC(C)C(=O)Nc1c(-c2cccc(Cl)c2)c(=O)c2ccccc2n1C	-0.4%	-7%	7%	6%	x	-3%	x	11%	-1.0%
Cc1ccc(-n2c(=O)[nH]c3c(C(N)=O)nc(-c4ccc(C)o4)nc32)cc1	5.0%	9%	19%	6%	7%	6%	-1.0%	5%	x
CCc1ccc(NC(=O)CSc2nnnn2-c2cccnc2)cc1	1.1%	-6%	1%	-12%	-6%	3%	x	5%	-0.8%
O=C(OCc1ccccc1)c1ccccc1	1.3%	-6%	5%	x	-6%	x	x	1%	-0.2%
COc1cccc2c1OCC(CN1CCN(CCC(C)C)C(CCO)C1)=C2 (centres undefined)	-2.8%	-5%	x	9%	x	-10%	-0.8%	2%	0.2%
CN(C)c1ccc(N=Cc2cccn2C)cc1	-0.1%	13%	u	-3%	5%	-11%	x	u	0.1%
O=C(NCc1ccc(F)cc1)C1CCCN1C(=O)Nc1ccc(F)cc1 (centres undefined)	0.5%	-1%	9%	19%	7%	-10%	x	1%	-1.1%	NS5 inhibitors pilot replicate=-2.4
Cc1c(Cl)cccc1NC(=S)N1CCCN(Cc2ccccc2F)C1	-0.9%	-2%	12%	2%	-9%	0%	x	0%	-0.9%
CCOc1ccc(Cc2nnc(SCC(=O)c3ccc(OC)cc3)o2)cc1	7.2%	-6%	6%	0%	23%	-9%	-0.9%	2%	-0.2%
CCn1c(C(C)NC(C)=O)nc2ccccc21 (centres undefined)	1.6%	-3%	5%	-1%	13%	-5%	-0.2%	-7%	0.1%
CC1CC(C)CN(C(=O)COC(=O)c2nn(C)c(=O)c3ccccc23)C1 (centres undefined)	0.4%	4%	5%	x	4%	x	x	3%	x
CCOC(=O)C1=C(C)NC(=O)NC1c1cc2c(cc1Br)OCO2 (centres undefined)	-1.3%	-2%	0%	-6%	-8%	-4%	1.0%	14%	0.1%
CC(C)C1Cc2c(C#N)c(N)sc(=S)c2CO1 (centres undefined)	11%	-2%	21%	-12%	-13%	-1%	-0.4%	14%	0.3%
CC(C)NC(=O)NC(=O)COC(=O)c1ccc(S(=O)(=O)Nc2ccccc2)cc1	0.7%	1%	3%	-8%	4%	2%	-0.6%	6%	0.0%
CC12CC(c3ccccc3O1)C(C(=O)NCc1ccccc1)C(=O)N2 (centres undefined)	0.5%	-2%	-1%	2%	-5%	-5%	0.2%	0%	-0.7%
N/C(=N\OC(=O)Nc1ccccc1)c1ccno1	x	x	12%	8%	-5%	-2%	x	x	0.5%
Cc1ccc(Cn2c(=O)c3cccnc3n(CC(=O)Nc3cccc(C(F)(F)F)c3)c2=O)cc1	8.2%	-2%	7%	7%	-3%	-2%	-1.9%	-2%	-1.3%
O=C(NNc1c(Cl)cccc1Cl)c1sccc1Cl	0.8%	-2%	11%	10%	1%	-5%	x	7%	-0.6%

An excerpt from above in order of number of heavy atoms, largest number first.
SMILES	RSV antiviral HEp-2	NS5 inhibitors	Large T inhibition	GPR35 antagonists	Salmonella PhoP GFP	LYP inhibition	CSM14.1 death rescue	MgcRacGAP inhibition	West Nile antiviral	others
Cc1ccc(Cn2c(=O)c3cccnc3n(CC(=O)Nc3cccc(C(F)(F)F)c3)c2=O)cc1	8.2%	-2%	7%	7%	-3%	-2%	-1.9%	-2%	-1.3%
CC(C)NC(=O)NC(=O)COC(=O)c1ccc(S(=O)(=O)Nc2ccccc2)cc1	0.7%	1%	3%	-8%	4%	2%	-0.6%	6%	0.0%
CCOc1ccc(Cc2nnc(SCC(=O)c3ccc(OC)cc3)o2)cc1	7.2%	-6%	6%	0%	23%	-9%	-0.9%	2%	-0.2%
O=C(NCc1ccc(F)cc1)C1CCCN1C(=O)Nc1ccc(F)cc1 (centres undefined)	0.5%	-1%	9%	19%	7%	-10%	x	1%	-1.1%	NS5 inhibitors pilot replicate=-2.4
CC12CC(c3ccccc3O1)C(C(=O)NCc1ccccc1)C(=O)N2 (centres undefined)	0.5%	-2%	-1%	2%	-5%	-5%	0.2%	0%	-0.7%
CCOC(=O)C1=C(C)NC(=O)NC1c1cc2c(cc1Br)OCO2 (centres undefined)	-1.3%	-2%	0%	-6%	-8%	-4%	1.0%	14%	0.1%
O=C(NNc1c(Cl)cccc1Cl)c1sccc1Cl	0.8%	-2%	11%	10%	1%	-5%	x	7%	-0.6%
CN(C)c1ccc(N=Cc2cccn2C)cc1	-0.1%	13%	u	-3%	5%	-11%	x	u	0.1%
O=C(OCc1ccccc1)c1ccccc1	1.3%	-6%	5%	x	-6%	x	x	1%	-0.2%

Other results.
SMILES	RSV antiviral HEp-2	NS5 inhibitors	Large T inhibition	GPR35 antagonists	Salmonella PhoP GFP	LYP inhibition	CSM14.1 death rescue	MgcRacGAP inhibition	West Nile antiviral	others
COc1ccc(-c2ccc(/C=N/NC(=O)c3cccnc3)o2)c([N+](=O)[O-])c1	x	-8%	6%	-9%	-11%	1%	-1.6%	-3%	0.3%
O=C(Nc1ccc(C(=O)O)cc1)Nc1cccc2ccccc12	1.4%	1%	6%	-3%	-9%	-6%	x	11%	0.2%
CCc1ccc(C(=O)NNc2ccc(Cl)cc2)cc1	x	3%	5%	7%	10%	-5%	x	13%	-1.2%
O=C1/C(=C\c2cc(Cl)c(O)c(Cl)c2)SC(=S)N1Cc1ccccc1	4.6%	u	6%	u	-1%	0%	x	5%	3.3%
O=C(O)C1CCCCC1C(=O)NCc1ccc(Cl)c(Cl)c1 (centres undefined)	1.8%	-10%	x	-4%	x	-12%	0.3%	13%	0.3%

An unsorted share of the library; overall some 1.5% were active at least once.
